Assay outcomes as filed in PubChem.
12-LOX inh: inhibitors of human 12S-lipoxygenase ALOX12. purified 12hLO, xylenol orange hydroperoxide absorbance. P18054. 580,000 compounds, 1.1% hits. Potency, µM (doses to about 108 µM), inactives show at the highest dose activity change, negative = inhibition, usual class: inhibitors; further: on the % scale 0 is the no-effect control and ±100 the full control effect
Target sequence (P18054 whole entry, looked up): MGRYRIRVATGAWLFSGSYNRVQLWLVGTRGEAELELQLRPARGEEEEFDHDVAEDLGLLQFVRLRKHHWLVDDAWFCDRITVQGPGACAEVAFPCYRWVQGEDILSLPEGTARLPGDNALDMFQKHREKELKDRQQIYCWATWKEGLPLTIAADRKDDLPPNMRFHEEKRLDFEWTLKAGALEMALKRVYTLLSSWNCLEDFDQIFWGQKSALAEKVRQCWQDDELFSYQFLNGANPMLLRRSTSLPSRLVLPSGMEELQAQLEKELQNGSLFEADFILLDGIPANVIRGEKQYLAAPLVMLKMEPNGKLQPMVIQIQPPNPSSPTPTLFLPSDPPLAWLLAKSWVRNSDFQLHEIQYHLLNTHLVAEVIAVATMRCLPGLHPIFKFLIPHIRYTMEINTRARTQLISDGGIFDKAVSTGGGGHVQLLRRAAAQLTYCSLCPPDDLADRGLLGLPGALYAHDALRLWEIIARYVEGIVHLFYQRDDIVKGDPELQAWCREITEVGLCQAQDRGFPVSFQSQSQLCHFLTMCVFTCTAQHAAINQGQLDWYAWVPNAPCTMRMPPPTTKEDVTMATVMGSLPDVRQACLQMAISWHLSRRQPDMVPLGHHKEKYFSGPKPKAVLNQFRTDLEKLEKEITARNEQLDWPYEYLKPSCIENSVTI
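Hydroperoxide product was detected by ferrous iron/xylenol orange as the 573 to 405 nm absorbance ratio. Arachidonic acid at 40 uM (final) was turned over for 30 min at room temperature by 150 nM human 12hLO, pH 7.0 Hepes buffer, after 15 min compound preincubation.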
RGS4 inhibitor: blocks human RGS4-accelerated GTP hydrolysis. Potency, µM (highest dose often 114 µM), inactives show at the top dose activity change, negative = inhibition, hits mostly inhibitors. 390,000 compounds, 0.039% hits. Transcreener GDP fluorescence polarization, RGS4-accelerated GTP hydrolysis. P49798; further: on the % scale 0 is the no-effect control and ±100 the full control effect; nearly all actives have a fitted effect of over 75% in size; some results filed as inactive show a strong effect at the top dose
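MLSMR compounds (23 nl, pin-transferred) preincubated 10 min at room temperature with a 500nM (2x) first reagent, then RGS4 at 900nM (2x) plus Transcreener GDP mix added; fluorescence polarization (620/688 nm) read before and after 90 min at 30 °C.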
IDH1 R132H inh: inhibitors of human mutant IDH1 R132H | O75874 | IDH1-R132H enzyme, NADPH consumption, diaphorase/resazurin fluorescence | Potency, µM (highest dose often 76.6 µM), inactives show top-dose activity change, negative = inhibition, actives largely listed as inhibitors | 390,000 compounds, 0.093% hits | AID 602179; further: on the % scale 0 is the no-effect control and ±100 the full control effect; nearly all actives have a fitted effect of over 65% in size
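IDH1-R132H (0.5 ug/mL) preincubated 30 min with compound, then NADPH (0.016 mM) and alpha-KG (2 mM) added; 80 min at RT, pH 7.5. Remaining NADPH coupled via diaphorase/resazurin to fluorescence (540/590 nm); concentration-response curves normalized to no-enzyme control.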
RXFP1 ag: activates the human relaxin receptor RXFP1; 370,000 compounds, 0.3% hits; Q9HBX9; Potency, µM (top dose mostly 57.5 µM), for the others: at the highest dose activation, hits mostly activators; AID 2676; HEK293T-RXFP1 cAMP TR-FRET, 30 min; response scale: percent of porcine relaxin response, buffer zero; further: on the % scale 0 is the no-effect control and ±100 the full control effect; nearly all actives have a fitted effect of over 60% in size; many of its hits are not listed in these tables
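Agonist response is measured as cAMP accumulation in an RXFP1-transfected HEK293T line under PDE4 inhibition. Values are scaled between buffer-only and 29 nM porcine relaxin, and EC50s come from standard Hill equation fits.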
Vif-APOBEC3F blk: blocks the Vif interaction with APOBEC3F; HeLa A3F-eYFP + Vif (tagged APOBEC3F with the HIV-1 protein that degrades it), YFP fluorescence increase; Potency, µM (series often up to 46.1 µM), for inactives: at the highest dose activity, negative = active; 390,000 compounds, 0.2% hits; AID 602313; further: % of control where 0% means no effect; nearly all actives have a fitted effect of over 65% in size
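HeLa cells stably expressing Vif plus C-terminally eYFP-tagged A3F were seeded, incubated overnight at 37 deg C, dosed with compound, incubated overnight again at 37 deg C. Yellow fluorescence (Ex 488/Em 500-530) reported blocked Vif-mediated A3F-eYFP degradation.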
TrxR1 substrate: substrates of rat thioredoxin reductase 1 | Potency, µM (doses to about 114 µM), inactives show at the highest dose activity change, negative = substrate turnover | 390,000 compounds, 0.01% hits | purified TrxR1 substrate turnover, NADPH consumption readout; further: on the % scale 0 is the no-effect control and ±100 the full control effect; nearly all actives have a fitted effect of over 50% in size
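Rat TrxR1, dispensed at 90 nM, was prereduced with 400 uM NADPH (final) for 5 min at ~22 deg C, then incubated with compound 15 min before 400 uM selenite. A first-read NADPH fluorescence drop versus no-compound background flagged substrates.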
Vif-A3G inh: blocks the Vif interaction with human APOBEC3G. Q9HC16. HeLa A3G-eYFP + Vif (tagged APOBEC3G with the HIV-1 protein that degrades it), YFP fluorescence, overnight. Potency, µM (highest dose often 46.1 µM), for inactives: at the top dose activity, negative = active, most hits filed as inhibitors. 410,000 compounds, 0.076% hits. AID 602310;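 further: on the % scale 0 is the no-effect control and ±100 the full control effect; nearly all actives have a fitted effect of over 60% in size; hits raise eYFP signal because A3G escapes Vif-driven loss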
Target sequence (Q9HC16 whole entry, looked up): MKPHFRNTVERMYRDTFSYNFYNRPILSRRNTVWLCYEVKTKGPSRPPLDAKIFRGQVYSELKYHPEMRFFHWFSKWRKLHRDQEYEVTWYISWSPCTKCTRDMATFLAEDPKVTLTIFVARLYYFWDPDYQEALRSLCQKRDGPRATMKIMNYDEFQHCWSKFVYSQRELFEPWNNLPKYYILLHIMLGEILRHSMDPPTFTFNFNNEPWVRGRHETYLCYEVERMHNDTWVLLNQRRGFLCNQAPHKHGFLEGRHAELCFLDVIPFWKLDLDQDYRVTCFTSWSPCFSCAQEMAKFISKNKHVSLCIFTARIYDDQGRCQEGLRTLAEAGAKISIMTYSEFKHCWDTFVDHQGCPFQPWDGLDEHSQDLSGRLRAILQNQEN
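Read-out is eYFP fluorescence (Ex 488/Em 500-530) from Vif-expressing HeLa A3G-eYFP cells; more signal means A3G escaped Vif-mediated degradation. Cells plated overnight, compound pinned in, incubated overnight at 37 deg C.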
USP1-UAF1 inh: USP1/UAF1 (human) deubiquitinase inhibition; 390,000 compounds, 0.23% hits; O94782; recombinant USP1/UAF1, Ub-Rhodamine cleavage fluorescence; Potency, µM (highest dose often 57.1 µM), for inactives: at the top dose activity change, negative = inhibition, most hits filed as inhibitors; further: on the % scale 0 is the no-effect control and ±100 the full control effect; nearly all actives have a fitted effect of over 60% in size; inactives centre near -12
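High-throughput fluorogenic screen: 1nM USP1/UAF1 complex, Ub-Rho substrate 150nM final, 50mM HEPES pH 7.8 with 0.5mM EDTA, 0.1 mg/ml BSA, 1mM TCEP and 0.01% Tween-20.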
TrxR1 inh: blocks rat thioredoxin reductase 1. O89049. 390,000 compounds, 1% hits. recombinant rTrxR1, NADPH fluorescence consumption, selenite substrate. Potency, µM (series often up to 114 µM), for the others: top-dose activity change, negative = inhibition, usual class: inhibitors. AID 588453; further: on the % scale 0 is the no-effect control and ±100 the full control effect; nearly all actives have a fitted effect of over 65% in size
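Rat TrxR1 (90 nM in the dispensed reagent) was pre-reduced with 400 uM NADPH for 5 min at room temperature, then incubated with compound for 15 min. After 400 uM selenite was added, NADPH fluorescence (Ex 340/Em 450 nm) was followed for 8 min.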
The depositor's hits bear a star; ? = inconclusive; nt = no result given; & = joins results of further samples; [ ] = another dose, or the depositor's remark. The call rests on the fitted dose curve; in most records, active means well fitted curve in the direction sought with a large enough effect; inconclusive means small, poorly fitted or top-dose-only effect, or another doubt; inactive means no such curve, though single readings can be large; an effect the other way counts as inactive or inconclusive. Potency means the concentration at half of the fitted maximal effect. Only part of the results is shown; rates above refer to the full screens.

SMILES | 12-LOX inh | RGS4 inhibitor | IDH1 R132H inh | RXFP1 ag | Vif-APOBEC3F blk | TrxR1 substrate | Vif-A3G inh | USP1-UAF1 inh | TrxR1 inh
CCC(C)Oc1nc(C)cc(C)c1S(=O)(=O)c1ccccc1C (stereo not given) | 10% | 10% | 3% | 4.0% | -9% | 6%[57.1 µM] | -1% | -29% | 6%[57.1 µM]
c1ccc(CSc2nnc3ccc(-c4ccncc4)nn23)nc1 | -1% | -4%[11.4 µM] | 2% | 18% | 3% | 0% | -4% | -15% | 1%
Cc1c(NC(=O)CN2C(=O)C3C4C=CC(C4)C3C2=O)c(=O)n(-c2ccccc2)n1C (stereo not given) | 0% | 11%[11.4 µM] | -4% | -1.0% | 2% | 6%[57.1 µM] | -1% | -12% | -12%[57.1 µM]
CC(=O)N1CCOc2ccc(S(=O)(=O)NCCc3ccc(Cl)cc3)cc21 | -12% | -35%[56.9 µM] | -3% | 0.4% | 2% | 5%[57.1 µM] | 1% | -14% | 29%[57.1 µM]
CCCNC(=O)c1nn2cc(Br)cnc2c1Cl | 49%[activator] | -20% | 5% | 0.7% | -8% | -14%[57.1 µM] | -1% | -2% | 13%[57.1 µM]
COc1ccc(CCNS(=O)(=O)c2cccs2)cc1 | ? | -9% | 6% | 0.6% | nt | -1% | 1% | -13% | 7%
CCCC(=O)Nc1sc2c(c1C#N)CC(C)(C)NC2(C)C | -1% | 12% | 1% | -1.8% | -10% | -4% | 1% | -6% | -5%
CCN(CC)CCOC(=O)c1ccc(NC(=O)CSc2nnc(-c3cccs3)n2CC)cc1 | 0% | -27% | 15% | nt | 1% | 5% | 1% | -18% | 20%
CC1CCCN(C(=O)CN(C)S(=O)(=O)c2ccc3c(c2)c(=O)n(C)c(=O)n3C)C1 (stereo not given) | 0% | 35% | -2% | 12% | -10% | 2% | 3% | -5% | 21%
COc1ccc(NC(=O)CCNS(=O)(=O)c2ccc3c(c2)c(=O)n(C)c(=O)n3C)cc1 | -7% | -6% | 8% | 0.1% | 0% | -6% | 1% | 2% | -6%
CC1CCCC(C)N1C(=O)COC(=O)CCc1nc2ccccc2c(=O)[nH]1 (stereo not given) | -8% | -29% | 5% | 2.1% | -12% | -3% | 0% | -22% | 9%[0.0914 µM]
O=C(/C=C/c1ccccc1)Nc1ncn[nH]1 | 20% | -31% | 5% | -1.0% | -6% | 5%[57.1 µM] | ? | -10% | ?
Cc1cc2oc(=O)cc(CN3CCN(Cc4ccccc4)CC3)c2cc1Cl | -6%&-3% | -2%[11.4 µM] | 5% | 0.8% | -1% | -6% | 0% | -8% | -24%
Cc1c(C#N)c(O)[nH]c(=O)c1N=Nc1ccc(S(N)(=O)=O)cc1 | 40µM* | -17% | 0% | -0.4% | -1% | -18% | 2% | ? | ?
CCOc1ccc(NC(=O)CCc2c(C)nc3c(-c4ccccc4)c(C)nn3c2C)cc1 | 0% | 24% | 9% | 0.4% | -2% | -1% | 0% | -24% | 7%
COc1ccc(OC)c(NC(=O)CSc2nn3c(=O)c(C)nnc3s2)c1 | 18% | 22% | -7% | -1.4% | 0% | 1% | 12% | -6% | -9%
Cc1ccc(S(=O)(=O)NC(C)(C)CN2CCCCC2)cc1 | 12% | -10% | -6% | 0.6% | -11% | 2% | -3% | -12% | 19%
CCc1ccccc1NC(=O)Cn1nnc(C(=O)NCc2ccco2)c1N | -24% | 5% | -8% | 0.1% | -9% | 0% | ? | -25% | 16%
COc1cccc2oc3cc(C#Cc4ccccn4)ccc3c(=O)c12 | ? | -17% | -9% | 5.6% | 10% | 17%[57.1 µM] | 1% | ? | -2%[57.1 µM]
CCN(c1cccc(C)c1)S(=O)(=O)c1ccc2c(c1)CCCN2C(C)=O | -13% | 33% | 10% | -1.3% | 2% | 5% | -230% | -13% | 19%
O=C(COc1ccccc1C(=O)NCc1ccccc1)Nc1ccccc1 | -13% | -10% | -11% | 0.1% | 2% | 3% | -3% | -15% | 17%
O=C(CCSCCc1ccccn1)Nc1ccccn1 | 174%[activator] | 1% | 1% | 0.1% | nt | 2% | -4% | 0% | 8%
CC(C)CCn1nnnc1C(c1ccccc1)N1CCC(C(N)=O)CC1 (stereo not given) | 0% | -40% | 6% | -0.5% | nt | 4% | 1% | -4% | -13%
CCOC(=O)c1c(NC(=O)C(Sc2ccccc2)c2ccccc2)sc(C(=O)N(C)C)c1C (stereo not given) | 2% | -13% | 11% | 0.7% | 4% | -11% | -6% | -13% | 6%
CCCN(C(=O)CSCc1c(C)noc1C)c1c(N)n(Cc2ccccc2)c(=O)[nH]c1=O | -27% | -10% | -4% | 0.7% | -12% | -3%[57.1 µM] | -1% | -18% | -4%[57.1 µM]
Continued.
SMILES | 12-LOX inh | RGS4 inhibitor | IDH1 R132H inh | RXFP1 ag | Vif-APOBEC3F blk | TrxR1 substrate | Vif-A3G inh | USP1-UAF1 inh | TrxR1 inh
CN(C(=O)c1cccc(NC(=O)Cc2ccc(NC(=O)C3CCN(S(=O)(=O)c4cccc([N+](=O)[O-])c4)CC3)cc2)c1)C1CCCC1 | -23% | -3% | -11% | nt | 2% | -6% | 2% | -14% | 4%
Cc1ccc(-c2nnc(SCC(=O)N/N=C/c3ccc(C)s3)n2-c2ccccc2)cc1 | 7% | -16% | -4% | 0.3% | 0% | 0%[57.1 µM] | -16% | -24% | 17%[57.1 µM]
CCCCC(=O)Nc1cc(C(=O)NCCc2ccccc2)ccc1Cl | 5% | 2% | 0% | 1.3% | -3% | 7%[57.1 µM] | -1% | -2% | -7%[2.29 µM]
N/C(=N\OC(=O)COc1ccc(Cl)cc1Br)c1cccnc1 | 7% | -3% | 8% | 2.2% | 10% | 3%[57.1 µM] | -2% | 0% | 12%[57.1 µM]
COc1c2occc2c(OC)c2c(=O)cc(C)oc12 | 7% | 16% | 12% | 5.4% | 1% | -7% | 2% | 14% | 6%
CC(C)Oc1ccc(C(=O)NC2CCCCC2)cc1 | 17% | 10% | 7% | 0.1% | 0% | 10%[57.1 µM] | 1% | -5% | 13%[57.1 µM]
Cc1nnc(NC(=O)C(C)Oc2ccc3c(C)cc(=O)oc3c2)s1 (stereo not given) | ? | -48% | -8% | -0.1% | 3% | 12%[57.1 µM] | 1% | -9% | 28%[57.1 µM]
COc1ccc(Cl)cc1NC(=O)COC(=O)CNC(=O)C1CCCCC1 | 39%[activator] | 8% | 3% | 0.5% | 0% | 3% | -1% | 1% | 16%
CC(=O)N(CC(=O)Nc1nn(-c2ccccc2)nc1C(N)=O)Cc1ccccc1 | 0% | 19% | 2% | -1.4% | -1% | 93%[activator] | 2% | -19% | 1%
O=[N+]([O-])c1ccc(N/N=C/c2cccc(O)c2)cc1 | ? | -8%[56.9 µM] | 16% | 0.0% | -3% | -17% | -23% | -8% | -23%
CC1CCN(CC(=O)Nc2ccc(S(=O)(=O)N3CCCCC3)cc2)CC1 | -4% | 18% | 13% | 4.1% | 7% | -3% | 1% | -3% | 15%
COc1ccc(CCC(C)NCc2ccc(Cl)c(Cl)c2)cc1 (stereo not given) | ? | 5% | -3% | -0.7% | -10% | -4% | 2% | -20% | 8%
O=C1[C@@H]2C(c3cccnc3)=NO[C@@H]2C(=O)N1c1ccc(Br)cc1 | 0% | -25% | 3% | 1.0% | -9% | 6%[57.1 µM] | -1% | ? | 28µM*
CCCCc1[nH]c(=O)c(C#N)c2c1CSC(C)(C)C2 | ? | 5% | 2% | -1.2% | -4% | 18% | 2% | 0% | ?
COC(=O)C1SCC2C(=O)N(Cc3ccc(Cl)c(Cl)c3)CC(=O)N21 (stereo not given) | -20% | ? | -3% | -1.6% | -2% | -4% | 1% | -9% | 14%
O=C(Cn1cc(SCc2ccc(C(F)(F)F)cc2)c2ccccc21)N1CCCCCC1 | -10% | -1% | -17% | 17% | -3% | 0% | -2% | 7% | 28%
CCSc1nc2ccc(C)cc2cc1C#N | -1% | 6% | 14% | 5.4% | -12% | 7%[57.1 µM] | 0% | -31% | 3%[57.1 µM]
N#C/C(=C\c1ccc(Cl)cc1Cl)c1nc(-c2cccc(Cl)c2)cs1 | -11% | -6% | -2% | 0.1% | 1% | 3% | 3% | -6% | 12%
Cc1nnc2c3ccccc3nc(N3CCN(c4ccccc4)CC3)n12 | -14% | -17% | 16% | 16% | -2% | 0% | -2% | 3% | 5%
O=C(Cn1cc([N+](=O)[O-])cn1)Nc1nc2ccccc2s1 | -17% | 11% | 2% | 0.1% | -4% | -10% | -2% | 9% | -14%

Single records, from the list above:
N/C(=N\OC(=O)COc1ccc(Cl)cc1Br)c1cccnc1 in the list: 12-LOX inh: 7%; RGS4 inhibitor: -3%; IDH1 R132H inh: 8%; RXFP1 ag: 2.2%; Vif-APOBEC3F blk: 10%; TrxR1 substrate: 3%[57.1 µM]; Vif-A3G inh: -2%; USP1-UAF1 inh: 0%; TrxR1 inh: 12%[57.1 µM]
O=C(Cn1cc([N+](=O)[O-])cn1)Nc1nc2ccccc2s1 in the list: 12-LOX inh: -17%; RGS4 inhibitor: 11%; IDH1 R132H inh: 2%; RXFP1 ag: 0.1%; Vif-APOBEC3F blk: -4%; TrxR1 substrate: -10%; Vif-A3G inh: -2%; USP1-UAF1 inh: 9%; TrxR1 inh: -14%
